# Yp Topo-I inh: Y. pestis Topo-I inhibition via cleavage products; Y. pestis Topo-I cleavage product accumulation, plate reader; activity, % at 10 µM; actives 0.064% (n = 360,000); AID 504884; in the data active means activity above about 50%, passing the limit was not always enough; inconclusive means no clear call, values can overlap the other calls; further: inactives centre near 2
# CCHFV vOTU inh: blocks the CCHF virus ovarian tumor domain protease. CCHFV vOTU protease, Pep-AMC fluorescence. inhibition, % at 11.5 µM. actives 0.55% (n = 370,000); in the data active means inhibition above about 30%; further: 0% = vehicle wells with enzyme and 100% = no enzyme wells
# PfHsp40 rescue: restores yeast growth despite PfHsp40 toxicity. S. cerevisiae expressing PfHsp40, growth rescue, ATP luminescence. growth rescue, % at 12.5 µM. actives 0.68% (n = 340,000); in the data active means growth rescue above about 28%, passing the limit was not always enough; inconclusive means no clear call, values can overlap the other calls;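 further: yeast W303a lacking pdr1 and pdr3 grown in galactose medium; growth measured after three days at 30 °C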
# PrPC TRFRET: cell surface PrPC inhibition, primary TR-FRET screen; AID 720596; actives 0.43% (n = 370,000); TR-FRET read-out; P04156; inhibition, % at 13.8 µM; in the data active means inhibition above about 24%; further: 0% = median of the test wells and 100% = reference compound wells
# BoNT-A LC inh2: blocks Botulinum neurotoxin A light chain protease | inhibition, % at 10 µM | actives 0.17% (n = 360,000) | multiplex microsphere protease substrate cleavage, flow cytometry; further: plate controls were buffer without enzyme for full effect and enzyme alone for no effect
# BoNT F protease: blocks Botulinum neurotoxin F light chain protease. Multiplex microsphere protease cleavage assay, flow cytometry. inhibition, % at 10 µM. actives 0.22% (n = 360,000). AID 588497; in the data active means inhibition above about 35%, passing the limit was not always enough; inconclusive means no clear call, values can overlap the other calls; further: plate controls were buffer without enzyme for full effect and enzyme alone for no effect
# TcdB inh: TcdB glycohydrolase inhibition | actives 0.24% (n = 350,000) | inhibition, % at 9.99 µM | TcdB glycohydrolase enzymatic assay, plate reader | P18177 | AID 652162; in the data active means inhibition above about 10%
# Target sequence (P18177 whole entry, looked up): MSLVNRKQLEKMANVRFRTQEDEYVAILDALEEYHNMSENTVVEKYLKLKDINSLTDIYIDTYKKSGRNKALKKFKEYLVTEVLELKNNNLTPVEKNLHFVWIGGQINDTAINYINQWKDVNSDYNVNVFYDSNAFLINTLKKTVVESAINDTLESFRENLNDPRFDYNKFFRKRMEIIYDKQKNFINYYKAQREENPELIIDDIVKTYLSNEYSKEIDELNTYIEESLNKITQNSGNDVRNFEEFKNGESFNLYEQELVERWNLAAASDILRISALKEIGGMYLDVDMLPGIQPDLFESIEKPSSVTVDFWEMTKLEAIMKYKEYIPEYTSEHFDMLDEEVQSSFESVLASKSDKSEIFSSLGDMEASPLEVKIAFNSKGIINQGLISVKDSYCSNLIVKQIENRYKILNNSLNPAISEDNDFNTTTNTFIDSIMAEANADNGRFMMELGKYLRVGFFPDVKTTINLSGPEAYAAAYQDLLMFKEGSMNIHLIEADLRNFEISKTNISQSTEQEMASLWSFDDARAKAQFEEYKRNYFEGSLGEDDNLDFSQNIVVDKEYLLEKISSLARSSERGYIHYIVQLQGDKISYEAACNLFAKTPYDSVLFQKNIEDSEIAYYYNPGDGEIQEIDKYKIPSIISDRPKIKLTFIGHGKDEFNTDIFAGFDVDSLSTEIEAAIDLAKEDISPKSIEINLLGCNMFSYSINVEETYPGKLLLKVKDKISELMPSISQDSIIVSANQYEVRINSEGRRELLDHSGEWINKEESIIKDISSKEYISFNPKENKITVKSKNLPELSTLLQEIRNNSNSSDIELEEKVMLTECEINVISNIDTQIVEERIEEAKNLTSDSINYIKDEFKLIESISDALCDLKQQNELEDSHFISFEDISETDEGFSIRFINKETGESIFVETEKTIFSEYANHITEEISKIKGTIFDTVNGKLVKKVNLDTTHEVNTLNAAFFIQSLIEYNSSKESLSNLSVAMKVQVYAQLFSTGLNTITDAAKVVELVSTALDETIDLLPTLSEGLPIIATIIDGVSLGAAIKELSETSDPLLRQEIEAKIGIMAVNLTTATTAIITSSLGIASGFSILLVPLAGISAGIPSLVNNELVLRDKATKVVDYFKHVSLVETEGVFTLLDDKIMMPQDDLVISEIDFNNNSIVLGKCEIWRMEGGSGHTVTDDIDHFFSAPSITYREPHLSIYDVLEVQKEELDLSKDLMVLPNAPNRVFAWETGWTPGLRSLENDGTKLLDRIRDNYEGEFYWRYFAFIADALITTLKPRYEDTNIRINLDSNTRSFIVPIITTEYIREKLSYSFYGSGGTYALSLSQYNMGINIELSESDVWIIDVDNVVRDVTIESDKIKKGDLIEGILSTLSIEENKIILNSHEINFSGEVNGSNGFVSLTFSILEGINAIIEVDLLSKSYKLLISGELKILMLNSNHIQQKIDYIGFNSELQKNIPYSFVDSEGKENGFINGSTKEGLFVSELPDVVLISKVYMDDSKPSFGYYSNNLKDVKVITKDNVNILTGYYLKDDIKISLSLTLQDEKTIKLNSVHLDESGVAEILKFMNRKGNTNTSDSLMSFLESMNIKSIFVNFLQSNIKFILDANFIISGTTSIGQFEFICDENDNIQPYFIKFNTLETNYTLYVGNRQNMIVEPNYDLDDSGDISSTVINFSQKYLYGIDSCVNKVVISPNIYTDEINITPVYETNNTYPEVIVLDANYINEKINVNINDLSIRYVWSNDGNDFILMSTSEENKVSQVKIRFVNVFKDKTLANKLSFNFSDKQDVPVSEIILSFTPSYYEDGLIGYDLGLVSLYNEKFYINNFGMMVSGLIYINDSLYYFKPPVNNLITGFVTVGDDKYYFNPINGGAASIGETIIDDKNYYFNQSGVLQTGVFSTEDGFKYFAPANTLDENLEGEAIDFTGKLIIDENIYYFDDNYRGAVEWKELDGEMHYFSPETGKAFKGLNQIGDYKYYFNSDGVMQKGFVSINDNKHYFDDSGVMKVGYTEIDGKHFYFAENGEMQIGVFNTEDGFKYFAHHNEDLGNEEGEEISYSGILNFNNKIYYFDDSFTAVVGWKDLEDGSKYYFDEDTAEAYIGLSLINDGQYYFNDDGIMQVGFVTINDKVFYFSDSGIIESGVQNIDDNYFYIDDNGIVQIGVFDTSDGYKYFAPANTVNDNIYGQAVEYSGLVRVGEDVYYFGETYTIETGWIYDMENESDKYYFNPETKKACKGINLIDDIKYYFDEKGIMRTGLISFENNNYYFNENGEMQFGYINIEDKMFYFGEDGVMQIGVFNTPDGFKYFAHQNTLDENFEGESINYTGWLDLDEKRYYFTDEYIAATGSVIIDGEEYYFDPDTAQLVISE
# FadD28 FP inh: blocks FadD28 binding to the bisubstrate probe. actives 0.22% (n = 360,000). fluorescence polarization. inhibition, % at 12.5 µM; in the data active means inhibition above about 8.5%, passing the limit was not always enough; inconclusive means no clear call, values can overlap the other calls
# Anthrax LF inh2: inhibitors of Bacillus anthracis lethal factor protease. P15917. multiplex microsphere protease cleavage assay, LF. inhibition, % at 10 µM. actives 0.12% (n = 360,000). AID 588501; further: plate controls were buffer without enzyme for full effect and enzyme alone for no effect
# Active calls of the source: *; ? = inconclusive; / = no result given. Unless noted, no stated cut-off is given here; in the data, active means inhibition above about 30%; inconclusive means no clear call, values can overlap the other calls; inactive means below that.
SMILES,Yp Topo-I inh,CCHFV vOTU inh,PfHsp40 rescue,PrPC TRFRET,BoNT-A LC inh2,BoNT F protease,TcdB inh,FadD28 FP inh,Anthrax LF inh2
Cc1cc(C(=O)COC(=O)c2ccc(N)cc2)c(C)n1-c1c(C)n(C)n(-c2ccccc2)c1=O,14,-12,-0.7,6,0.4,-3,1.5,-2.7,-1
CC(=O)Nc1ccc(NC(=O)COc2ccc(-c3ccccc3)cc2)cc1,17,-2,0.2,7,0.8,-3,-1.4,-1.8,2
CC(=O)N(CC1CCCO1)C1(C(=O)NC2CCCC2)CCCCC1 (configuration not stated),1,0,-1.9,1,0.0,-2,/,2.7,-1
COc1ccc(C(=O)NC(=S)NC2CCSC2=O)cc1 (configuration not stated),1,-4,-1.0,2,1.4,8,/,-3.3,7
OC1(c2ccc3c(c2)OCO3)CCN(Cc2ccc(F)cc2)CC1,5,-2,14,-5,0.7,-3,-1.9,0.6,0
Cc1nc2ccccn2c1C(=O)N/N=C/c1ccc2c(c1)OCO2,3,12,-0.6,3,-0.7,-18,/,-4.0,-4
COCCNC(=O)CC(NS(=O)(=O)c1ccc(C)cc1)c1ccco1 (configuration not stated),-4,9,-0.2,2,-0.2,-11,/,-3.0,-2
NNC(=O)Cn1c(COc2ccc(Cl)cc2)nc2ccccc21,-10,-14,0.1,-2,2.6,6,/,-4.5,4
Cn1c(CC(=O)NNC(=O)c2ccccc2F)nc2ccccc21,1,-3,0.0,1,-2.7,-14,0.0,-2.4,1
CC(=O)c1cccc(NC(=O)C2CC(=O)N(C3CCCC3)C2)c1 (configuration not stated),10,6,-1.6,-5,-0.2,5,2.4,0.4,-7
COc1ccc(CCNC(=O)c2ccc(CS(=O)(=O)Cc3cccc(C)c3)o2)cc1OC,17,12,2.5,-10,1.0,7,1.1,-1.2,1
N/C(CN1CCCC1=O)=N\OC(=O)c1ccc(Cl)c(Cl)c1,1,-8,-0.6,7,0.6,3,0.8,-0.1,-2
COc1ccc(-c2cc(C(=O)NCc3ccccc3)no2)cc1OC,15,-7,0.8,6,3.4,3,/,-1.7,4
CN(CC(=O)Nc1ccc(Cl)c(Cl)c1)C(=O)c1cccc2cccnc12,17,-9,0.9,0,0.8,-11,-0.5,-1.5,3
O=C(c1ccc(CSc2nc3ccncc3[nH]2)cc1)N1CCN(c2cccc(Cl)c2)CC1,31,26,-0.6,31*,-0.8,-11,-7.7,-9.2,-11
Cc1cc(C)cc(C(=O)Nn2cnnc2)c1,-14,13,-0.2,-8,-3.5,-13,0.0,-1.7,-10
Nc1nonc1-n1nnc(C(=O)N/N=C/c2cccc(Cl)c2)c1-c1ccc2c(c1)OCO2,-2,-9,0.1,1,15,6,-5.5,-2.3,-1
COc1ccc(C2/C(=C(/O)c3ccc(F)cc3)C(=O)C(=O)N2c2ccccn2)cc1OC (configuration not stated),-1,-6,0.3,1,-4.3,?,-0.4,-3.7,2
CNS(=O)(=O)c1cccc(C(=O)NCC(c2ccco2)N(C)C)c1 (configuration not stated),4,-9,-1.6,1,-4.3,-33,1.5,0.7,6
CCCCNC(=O)CN1CCC2(O)CCCCC2C1c1ccccc1OC (configuration not stated),6,-4,-0.1,0,0.4,-6,/,-3.6,2
O=C(CCc1nnc(CCCCc2ccccc2)o1)NCc1cccc(F)c1,31,2,-0.3,-3,1.3,3,1.1,-1.5,0
COc1cc(OC)c(C(=O)Nc2cc(S(=O)(=O)N3CCOCC3)ccc2N2CCOCC2)cc1OC,-1,25,/,3,0.0,3,-9.5,-3.3,1
CC(=O)N(CCc1cccc(C)c1)Cc1cc2ccc(C)cc2[nH]c1=O,-10,-1,0.1,-1,?,?,1.3,0.2,-6
CCOC(=O)C(NC(=O)NCc1ccc(F)cc1)(OCC)C(F)(F)F (configuration not stated),12,-10,-0.2,0,-0.7,-15,/,-0.1,-1
CCCCCC(=O)N1C[C@@H](n2cc(C3CC3)nn2)[C@H](O)C[C@@H]1c1ccccc1,-2,-7,/,1,0.2,4,-0.4,-3.4,-6

# Five entries picked at random from the list so far:
SMILES,Yp Topo-I inh,CCHFV vOTU inh,PfHsp40 rescue,PrPC TRFRET,BoNT-A LC inh2,BoNT F protease,TcdB inh,FadD28 FP inh,Anthrax LF inh2
CNS(=O)(=O)c1cccc(C(=O)NCC(c2ccco2)N(C)C)c1 (configuration not stated),4,-9,-1.6,1,-4.3,-33,1.5,0.7,6
CCCCNC(=O)CN1CCC2(O)CCCCC2C1c1ccccc1OC (configuration not stated),6,-4,-0.1,0,0.4,-6,/,-3.6,2
COc1ccc(C2/C(=C(/O)c3ccc(F)cc3)C(=O)C(=O)N2c2ccccn2)cc1OC (configuration not stated),-1,-6,0.3,1,-4.3,?,-0.4,-3.7,2
COc1ccc(-c2cc(C(=O)NCc3ccccc3)no2)cc1OC,15,-7,0.8,6,3.4,3,/,-1.7,4
CC(=O)N(CC1CCCO1)C1(C(=O)NC2CCCC2)CCCCC1 (configuration not stated),1,0,-1.9,1,0.0,-2,/,2.7,-1

# Additional records:
SMILES,Yp Topo-I inh,CCHFV vOTU inh,PfHsp40 rescue,PrPC TRFRET,BoNT-A LC inh2,BoNT F protease,TcdB inh,FadD28 FP inh,Anthrax LF inh2
O=C(COc1ccc([N+](=O)[O-])cc1)NCC(c1cccs1)N1CCOCC1 (configuration not stated),-6,-1,0.0,-11,1.7,-5,0.8,-2.7,-8
O=S(=O)(Nc1nc(-c2ccccc2)cs1)c1cccc(C(F)(F)F)c1,3,32*,-0.6,1,-0.7,-4,1.3,4.4,-6
O=C(NCCOc1ccc(Cl)cc1)c1cccc(S(=O)(=O)N2CCCC2)c1,26,1,1.5,18,0.3,4,0.6,-2.9,-1
O=C(COc1ccc(Br)cc1Cl)c1ccc[nH]1,12,1,-0.5,-1,-0.6,-8,2.0,1.4,2
NC(=O)c1cnccc1C=Cc1ccccc1,-3,9,-0.1,-3,0.1,1,0.9,-1.7,1
Cc1ccc(NC(=O)CCSc2nnnn2-c2ccc3c(c2)OCO3)cc1C,18,7,2.8,8,0.5,-29,/,-1.2,-9
CC1(C)Cc2c(sc3nc(C4CC4)n(N)c(=O)c23)CO1,-6,1,0.0,4,?,?,1.8,-3.9,1
O=C(CSc1nnc(NC2CCCCC2)s1)NCc1ccco1,-12,-2,-0.7,3,-0.1,3,-0.3,0.6,1
CC(=O)c1c(C)[nH]c(C(=O)NCc2ccccc2Cl)c1C,7,7,1.4,3,-4.5,-10,/,-0.9,?
CC(C)CNC(=O)COC(=O)c1ccc([N+](=O)[O-])cc1Cl,-6,14,-1.9,-10,-0.2,-3,/,-2.1,-3
O=C(O)C1C2CCCCC2=C2CCCCC2C1C(=O)c1ccccc1 (configuration not stated),19,7,0.7,8,0.3,5,5.9,-3.1,-4
CCn1ncc([N+](=O)[O-])c1C(=O)Nc1ccc(C)c(C)c1,-4,-9,-0.4,-3,-5.9,-25,0.1,-0.2,-4
Cc1ccc(CNC(=O)CCNS(=O)(=O)c2cccc3nsnc23)cc1,-3,5,-1.4,-17,0.7,2,1.1,-4.1,1
Cn1nnnc1SCC(=O)Nc1ccccc1-c1ccccc1,-4,10,-2.0,8,0.3,-10,/,-2.2,-2
COc1ccc(NC(=O)CN(C)CC(=O)Nc2sc3c(c2C(N)=O)CCC3)cc1,-1,-2,-1.1,0,0.0,-1,1.3,-1.8,-4
CNC(=S)NNC(=O)c1oc2nc(-c3ccccc3)cc(-c3ccco3)c2c1N,14,0,1.9,-3,1.9,-15,0.3,-4.5,-8
CNC(=S)N(Cc1ccco1)Cc1cc2cc(OC)ccc2[nH]c1=O,3,8,1.1,9,-0.4,-6,/,-1.4,4
O=c1nc2sc3ccccc3n2c(=O)n1-c1ccc(Cl)cc1,-1,-8,1.3,1,-0.4,0,0.9,-1.9,1
BrC(=C\c1ccccc1)/C=N/N1CCN(Cc2ccccc2)CC1,30,18,0.1,3,-0.5,-3,/,-2.8,-4
CC1(c2nc3ccccc3cc2C#N)OCCO1,8,-11,/,6,-0.1,-1,0.5,-2.0,-12
S=C(c1cccs1)N1CCN(c2ccccc2)CC1,11,1,0.9,1,-0.3,5,0.3,-0.6,-5
O=C(NC1CCCC1)c1cc(-c2ccccc2O)on1,-8,6,1.5,6,-1.2,0,-0.3,-1.5,2
CCC1(Cc2ccccc2)NC(=O)c2ccccc2O1 (configuration not stated),21,17,0.9,9,-0.6,-4,1.8,-1.9,-2
Cc1ccc(-n2nnnc2-c2cnn(-c3ccc(F)cc3)c2C(F)(F)F)cc1,34,3,4.4,9,2.6,28,/,-0.3,8
O=C(C[n+]1ccc(-c2nnc3n2CCC3)cc1)c1ccc(Cl)c(Cl)c1,-8,7,-0.7,-4,0.9,-22,0.6,-2.5,-5

# (list continues)
SMILES,Yp Topo-I inh,CCHFV vOTU inh,PfHsp40 rescue,PrPC TRFRET,BoNT-A LC inh2,BoNT F protease,TcdB inh,FadD28 FP inh,Anthrax LF inh2
CN(Cc1ccccc1)C(=O)c1[nH]cnc1C(=O)NCC(=O)OC(C)(C)C,-3,4,-0.8,2,0.1,-2,0.1,-2.6,1
CCCCNC(=O)CCn1c(=O)c2ccccc2n(CC(=O)NCCc2ccc(OC)c(OC)c2)c1=O,2,4,-0.9,-7,-0.2,4,-0.6,-1.8,-4
COc1ccc(S(C)(=O)=O)cc1S(C)(=O)=O,-3,1,-0.1,5,?,4,/,-2.8,1
CC1Cc2ccccc2N1C(=O)Cn1c(=O)oc2cc(S(=O)(=O)N3CCCCC3)ccc21 (configuration not stated),7,1,-1.0,3,-1.0,-4,2.3,0.9,4
COc1ccc(/C=N/NS(=O)(=O)c2ccc(F)cc2)cc1CN1CCSCC1,-6,20,0.3,-7,0.7,-12,1.5,0.7,-6
O=C(O)c1[nH]c2ccccc2c1C(c1cc(Cl)cc([N+](=O)[O-])c1O)c1c(C(=O)O)[nH]c2ccccc12,-11,46*,?,3,-1.3,?,-0.5,56*,-2
COc1ccc(CNC(=O)[C@@H]2CC=C[C@@H]3CCN(C4CCCCC4)C(=O)[C@@H]32)cc1,20,2,-0.5,4,0.0,-3,-0.3,-1.9,2
O=C(CSCc1c(F)cccc1Cl)Nc1cccnc1,7,-3,-0.3,3,1.0,0,1.1,0.7,-2
O=C1CSC(c2ccc(F)cc2)N1c1c(F)cccc1F (configuration not stated),9,-10,-1.2,11,-2.5,-13,1.4,-0.4,0
C=CCNc1nc2c(c(=O)[nH]c(=O)n2C)n1CCOc1ccccc1,4,-5,-0.5,2,4.4,-5,1.6,-3.4,-6
OCCc1ccc(O)cc1,8,0,-1.4,6,0.1,-7,1.5,-3.9,2
O=C(Nc1ccc(O)cc1)c1ccc2c(c1)C(=O)N(Cc1cccnc1)C2=O,-11,0,-1.2,-8,1.1,3,1.7,-1.2,2
COc1ccc(Cl)cc1NC(=O)CN(C)C1CCS(=O)(=O)C1 (configuration not stated),2,2,-1.3,-3,1.1,3,0.5,-2.0,-9
COc1ccc(Br)cc1CN(C)C(=O)CNC(=O)c1ccc2ccccc2c1,36,2,-1.3,-1,-0.8,-16,0.3,-1.8,11
COc1cccc(NC(=O)C(=O)N/N=C/c2ccc3c(c2)OCO3)c1,3,1,-0.7,-1,-0.8,-2,0.8,-3.4,2
Nc1cc(=O)[nH]c(SCC(=O)NC2CCCc3ccccc32)n1 (configuration not stated),2,10,-0.5,2,0.9,0,0.4,-0.1,5
CCN(CC)c1ccc(/C=N/N2CCN(Cc3ccccc3Cl)CC2)cc1,-4,-17,-1.2,-7,-2.5,-17,-28,1.0,-12
Cc1ccc(S(=O)(=O)N2CCCC2C(=O)NCCc2ccccc2)cc1 (configuration not stated),-1,-2,-0.4,-2,-0.7,-4,0.4,0.6,-3
OCCc1c[nH]c2ccc(C(F)(F)F)cc12,-3,6,-0.7,8,-0.1,-2,5.5,-2.7,-2
Nc1nnc(SCC(=O)Nc2cccc(S(=O)(=O)N3CCOCC3)c2)s1,1,-4,-1.1,10,/,/,2.4,-1.6,/
CC(NC(=O)Cc1ccc([N+](=O)[O-])cc1)c1ccc2c(c1)OCO2 (configuration not stated),-1,3,1.9,-12,0.1,5,-0.5,-3.2,-4
O=C(NCCS(=O)(=O)N1CCN(c2cccc(Cl)c2)CC1)c1ccco1,3,11,-0.6,4,-6.4,-5,0.5,-1.7,-10

# Screening results (PubChem)
